# CHOP UPR activ – activators of apoptotic CHOP UPR arm, primary screen, cell-based, CHO-CHOP luciferase reporter, luminescence, uHTS; UPR activation; percent of tunicamycin response over DMSO baseline; activation, % at 10 µM; actives 0.34% (n = 330,000); AID 449763, 2010;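 active = at 10 µM dose, activation of 40% or more, normalized to positive control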;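 note: 100% = tunicamycin at 10 µg/mL and 0% = DMSO alone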
#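 assay system = CHO CHOP reporter cells | amount = 500 CHO-CHOP cells per well | buffer or medium = F12 with 10% FBS | incubation = 16-18 h cell attachment, then 6 h compound exposure, 37 °C | detection = luminescence read with Steady-Glo | read-out = percent activation relative to tunicamycin control | controls = tunicamycin high control, DMSO low control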
# tim23-1 inh – growth inhibitors of tim23-1 mutant yeast, primary screen, luminescence, uHTS; S. cerevisiae tim23-1 growth, BacTiter-Glo luminescence, 24 h; AID 463212, 2010; actives 1.3% (n = 330,000); inhibition, % at 20 µM;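 active = growth inhibition of the mutant yeast at or above 50%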;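 note: temperature-sensitive mutant grown at 25 °C; plate controls were DMSO-treated mutant yeast for no effect and medium wells lacking yeast for full effect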
# XBP1 UPR activ – activators of adaptive XBP1 UPR arm, primary screen, cell-based, CHO-XBP1 luciferase reporter, luminescence, uHTS | IRE1-XBP1 UPR activation; percent of tunicamycin response, DMSO as zero | activation, % at 20 µM | actives 0.33% (n = 330,000) | AID 463104, 2010;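 active = versus positive control, 20 µM dose yields 30% or more activation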;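 note: 100% = tunicamycin at 10 µg/mL and 0% = DMSO only wells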
#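 assay system = CHO-XBP1 luciferase reporter cells | amount = 1000 cells/well | buffer or medium = F12 plus 10% FBS | compound dosing = single point, 20 µM final compound, 1% DMSO | incubation = 16-18 h cell attachment at 37 °C, then 6 h compound exposure | detection = Steady-Glo luminescence read | controls = tunicamycin 10 µg/mL and vehicle-only wells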
# Mdm2 MdmX PPI – inhibitors of human Mdm2-MdmX association, primary screen, cell-based, luminescence, split luciferase, SaOS-2, uHTS; inhibition, % at 8 µM; actives 3% (n = 330,000); Protein Mdm4 (Homo sapiens) + E3 ubiquitin-protein ligase Mdm2 (Homo sapiens), …; AID 485346, 2010; SaOS-2 split-luciferase Mdm2/MdmX complementation;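 active = inhibition of at least 50% at 8 µM in the primary screen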
# APJ ag – agonists of human apelin receptor APJ, primary screen, CHO-K1 cells, PathHunter beta-arrestin, luminescence. 0% DMSO wells, 100% apelin. activation, % at 20 µM. actives 0.11% (n = 330,000). AID 2520, 2010;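 active = activation more than six SD over the plate average, tested at 20 µM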;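 note: 0% = DMSO alone and 100% = apelin-13 at 10 nM; some results filed as inactive read as strong as hits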
# Target sequence (P35414 whole entry, looked up): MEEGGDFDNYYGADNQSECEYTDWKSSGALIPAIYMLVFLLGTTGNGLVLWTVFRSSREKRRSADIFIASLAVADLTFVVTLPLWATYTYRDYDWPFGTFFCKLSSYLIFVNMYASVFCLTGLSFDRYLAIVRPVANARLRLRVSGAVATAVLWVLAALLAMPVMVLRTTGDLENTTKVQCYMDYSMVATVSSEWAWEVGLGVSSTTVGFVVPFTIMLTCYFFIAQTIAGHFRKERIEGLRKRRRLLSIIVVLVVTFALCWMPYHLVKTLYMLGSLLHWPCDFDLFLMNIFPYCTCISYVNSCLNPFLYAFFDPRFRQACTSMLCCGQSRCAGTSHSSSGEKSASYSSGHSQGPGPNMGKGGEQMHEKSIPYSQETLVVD
#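 Test system: CHO-K1 APJ beta-arrestin complementation cell line. Amount: cell density 1000 per well. Controls: DMSO negative, 10 nM Apelin-13 positive. Signal: luminescent beta-gal fragment complementation, chemiluminescent substrate. Read-out basis: agonist-driven arrestin binding to APJ. Timing: compound stimulation 90 min at 25 °C, detection 60 min.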
# APJ antag – antagonists of human apelin receptor APJ, primary screen, CHO-K1 cells, beta-arrestin complementation, luminescence; actives 0.32% (n = 330,000); inhibition, % at 20 µM;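 active = inhibition above about 40% at 20 µM, limit read from the data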;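 note: cells challenged with 10 nM apelin-13 agonist together with compound; plate controls were apelin-13 plus DMSO wells for no effect and DMSO wells lacking apelin-13 for full effect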
# 697 NFkB inh – inhibitors of PMA/ionomycin-induced NF-kB reporter, 697 cells, primary screen, B-cell NF-kB inhibitor project, cell-based, luminescence, uHTS | 697 B-cell NF-kB luciferase reporter, 16 h | inhibition, % at 4 µM | actives 0.33% (n = 330,000); in the data active = inhibition above about 35%
# Jurkat NFkB inh – inhibitors of induced NF-kB luciferase reporter, primary screen, TCR NF-kB activation inhibitor project, cell-based, luminescence, uHTS; inhibition, % at 4 µM; Jurkat, PMA/ionomycin-induced NF-kB luciferase reporter; actives 0.53% (n = 330,000); in the data active = inhibition above about 50%
# * hit, by the source's call; . = not tested or not shown.
SMILES,CHOP UPR activ,tim23-1 inh,XBP1 UPR activ,Mdm2 MdmX PPI,APJ ag,APJ antag,697 NFkB inh,Jurkat NFkB inh
COC(=O)Cc1c(C)nc2nc(NCc3c(F)cccc3Cl)[nH]n2c1=O,0.3,6,-6,9,5,-29,24,7
Cc1ccc2oc(C(=O)Nc3nonc3C)c(C)c2c1,8.9,3,3,-78,-4,-7,1,-9
CN(CCCCCCCCCCN(C)C(=O)Oc1cccc([N+](C)(C)C)c1)C(=O)Oc1cccc([N+](C)(C)C)c1,1.4,18,-8,6,-1,10,-25,-2
Cc1cc(C)nc(NNS(=O)(=O)c2c(F)cc(F)cc2Br)n1,2.1,6,-1,-7,-11,67*,-2,-15
CCCCCc1ccc(-c2cn(Cc3ccc4ccccc4c3)nn2)cc1,-0.2,-11,2,-9,0,4,6,8
COc1cccc(C2=NN(S(C)(=O)=O)C(c3cccs3)C2)c1 (configuration not stated),0.6,11,3,-32,-2,-1,-28,-26
NS(=O)(=O)c1ccc(CCNc2ncnc3c2c(-c2ccccc2)cn3-c2ccc(F)cc2)cc1,-1.0,21,1,49,-1,-7,22,24
COC(=O)c1c(NC(=O)c2ccc(S(=O)(=O)N3CCOCC3)cc2)sc2c1CCN(C)C2,0.5,13,0,39,-4,15,-33,0
O=C(Cn1cnc2ccccc21)N/N=C/c1cccs1,2.9,1,1,-14,-3,6,13,4
CCCn1c(=O)[nH]c(=O)c2c1nc(-c1cc([N+](=O)[O-])ccc1Cl)n2CCOC,1.4,-3,2,15,1,-4,13,2
COc1ccc(NC(=O)c2cc([N+](=O)[O-])ccc2N2CCN(C)CC2)cc1,2.0,11,1,41,-2,17,19,18
CCn1c(SCC(=O)Nc2ccc3c(c2)OCO3)nnc1C1CC1,2.6,5,7,17,-1,17,-1,11

# Three compounds out of the list above, sorted by the number in APJ ag, high to low.
molecule | XBP1 UPR activ | Mdm2 MdmX PPI | APJ ag | APJ antag | 697 NFkB inh | Jurkat NFkB inh
COC(=O)Cc1c(C)nc2nc(NCc3c(F)cccc3Cl)[nH]n2c1=O | -6 | 9 | 5 | -29 | 24 | 7
CCCn1c(=O)[nH]c(=O)c2c1nc(-c1cc([N+](=O)[O-])ccc1Cl)n2CCOC | 2 | 15 | 1 | -4 | 13 | 2
O=C(Cn1cnc2ccccc21)N/N=C/c1cccs1 | 1 | -14 | -3 | 6 | 13 | 4

# New compounds follow:
SMILES,CHOP UPR activ,tim23-1 inh,XBP1 UPR activ,Mdm2 MdmX PPI,APJ ag,APJ antag,697 NFkB inh,Jurkat NFkB inh
Brc1ccccc1-c1nnc(SCc2nc3ccccc3s2)o1,4.8,25,-1,-67,1,11,-125,-89
Cc1ccc(C(C)(C)C)cc1S(=O)(=O)N1CC(=O)Nc2ccccc21,1.7,33,0,0,1,-2,-2,-7
C/C(=N\NC(=O)c1ccoc1C)c1ccccc1,4.6,13,-2,-61,-1,18,-66,-55
COc1cc(COCC(O)CN2CCOCC2)cc(OC)c1OC (configuration not stated),-0.5,2,-1,16,-2,5,8,3
O=C(O)c1ccc2c(c1)OCCCO2,-1.9,3,-3,1,-4,-14,-3,1
Cc1cc(NC(=O)CSc2n[nH]c(-c3cccs3)n2)no1,1.0,-7,-1,-1,-4,16,13,2
COc1ccc(C(=O)N/C(=C\c2ccccc2)C(=O)NCCCn2ccnc2)cc1,2.5,2,-3,25,-1,-4,4,0
COc1cc(/C=N/NC(=O)COc2ccc(Cl)cc2)ccc1OS(=O)(=O)c1ccc(C)cc1,4.7,15,-1,27,7,-21,-8,8
O=C(NCCCn1ccnc1)C(=O)NCC1OCCN1S(=O)(=O)c1ccc(Cl)cc1 (configuration not stated),0.2,12,-2,-3,3,8,8,-4
N/N=C(\Cc1cscn1)c1ccc(O)cc1O,1.8,-5,2,22,-2,11,7,9
COc1ccc(C(=O)CSc2nnc(-c3cc(C)on3)o2)cc1,-2.9,-7,-1,15,-3,-6,4,16
CC(C)N(C(=O)[C@H]1C[C@H](CC(=O)NCCCn2ccnc2)C(=O)N2CCc3c([nH]c4cc(-c5ccco5)ccc34)[C@]12C)C(C)C,1.5,23,1,21,.,.,9,.
CCC(C)(C)n1nnnc1C(c1cccnc1)N1CCC(Cc2ccccc2)CC1 (configuration not stated),12,-346,0,5,0,-21,29,1
N#CCn1cnc2c(oc3ccccc32)c1=O,4.4,-5,2,0,-2,21,-13,1
Cc1c(O)cc2c(c1O)C(=O)CC(c1ccc(O)cc1)O2 (configuration not stated),-0.1,-7,2,-18,1,-52,19,9
NC(=O)COc1ccc(NC(=O)OCc2ccccc2)cc1,0.1,17,12,12,-3,4,8,-22
CN(C(=O)c1cccc(C#CC(C)(C)O)c1)C1CCCN(Cc2ccccc2F)C1 (configuration not stated),2.4,18,-3,5,-1,2,3,-1
CCc1nnc(NC(=O)CSc2nccn2-c2cccc(C)c2)s1,0.2,20,2,-8,3,-7,-11,13
CC(C)(C)OC(=O)NCCCCC1=CC2=CC(=O)C(C)(OC(=O)c3cnc4ccccc4n3)C(=O)C2=CO1 (configuration not stated),-1.2,10,0,-6,4,14,15,8
O=C(CNC(=S)N(Cc1ccc(F)cc1)C1CCCCC1)NCC1CCCO1 (configuration not stated),1.0,18,1,1,0,14,15,10
O=C(Nc1ccc2c(c1)OCO2)N1CCN(c2ccccc2)CC1,0.8,13,-2,-4,1,-6,-17,-15
CSc1ccccc1NC(=O)CSc1n[nH]c(N)n1,-0.2,9,-4,19,-2,12,7,5
COc1ccc(CN2CCNC(=O)C2CC(=O)NCCc2cnccn2)cc1C (configuration not stated),1.4,1,-6,23,2,1,3,7
CCNS(=O)(=O)c1ccc(CCC(=O)N2CCN(c3ccccc3F)CC2)cc1,-0.4,6,-3,-9,0,-11,-11,-7
CC(=O)c1cccc(NC(=O)c2cc(C)nn2-c2ccccc2)c1,4.5,12,-4,16,-2,8,-2,-4
COc1ccc(CNC(=O)/C=C/c2ccco2)cc1OC,0.0,-21,0,23,-4,7,7,-1
Cc1nnc(SCC(=O)N2CCOCC2)n1C,-0.2,8,-5,9,-3,17,21,-22
COc1ccc(-c2c(C)c3cc(O)ccc3oc2=O)cc1OC,2.4,12,-4,-4,-4,-6,-50,-10
COc1ccccc1CNC(=O)C(NC(=O)Nc1ccccc1)C(C)C (configuration not stated),0.4,-3,-3,8,0,18,6,0
CCCCC(=O)Nc1ccc2c(c1)nc(CCN1CCOCC1)n2C,3.2,3,0,27,-4,1,15,4
CCCCc1ncc(CN2CCC(n3nccc3NC(=O)c3ccccc3Cl)CC2)[nH]1,-1.3,-17,-4,13,-4,-1,-6,-4
CCN(C(=O)c1cc2c(=O)[nH]c3ccc(C)cc3c2s1)c1ccc(F)cc1,-1.1,13,6,48,0,-2,-17,-11
N#CC1(NC(=O)COC(=O)c2cc([N+](=O)[O-])ccc2N2CCCC2)CCCCC1,0.8,15,-2,19,-1,-33,-22,-2
COc1ccc(CCN2CC(C(=O)N3CCC(OC)CC3)CCC2=O)cc1 (configuration not stated),2.6,-10,-6,8,0,0,12,0
CCc1nc2c(c(=O)[nH]1)C1(CCCC1)Cc1ccccc1-2,-0.1,18,1,13,-1,17,4,9
CCCn1c(-c2ccc(OC)cc2)nc2nc3ccccc3nc21,1.3,34,3,-12,0,19,-59,-29
Cn1c(=O)c2c([nH]c(=S)n2CCCc2ccccc2)n(C)c1=O,-0.7,-10,-2,-6,1,13,1,-13
Cn1c(-c2ccccc2)c[n+]2c1-c1ccccc1C2,1.8,3,3,7,-4,5,5,19
C=C1N(c2ccc(Cl)cc2)C(=O)OC1(C)C,1.6,11,0,21,8,-5,4,-5
COc1ccc(N2CCN(C(=O)C3CC(O)CN3S(=O)(=O)c3ccc([N+](=O)[O-])cc3)CC2)cc1 (configuration not stated),-0.1,6,-2,-7,4,-6,28,15
CN1CCN(CCCNC(=O)c2cc3c(=O)oc4ccccc4c3s2)CC1,0.8,9,1,-5,3,-14,-11,-6
O=C(CCc1nc2ccccc2c(=O)[nH]1)NCCN1C(=O)S/C(=C\c2ccc(Cl)cc2Cl)C1=O,1.0,24,6,11,8,-4,-39,-10
Cn1c(SCC(=O)Nc2ccccc2[N+](=O)[O-])nnc1C(F)(F)F,-0.6,1,-3,-3,-2,1,11,-21
COC(=O)c1cc2c(s1)-c1ccc(OC)cc1CC2,4.6,28,1,-78,3,-20,-45,-98
CNC(=S)Nc1cc(C)ccc1OC(F)F,-1.7,11,3,-2,-3,6,2,9
CCOC(=O)C1CCN(C(=O)Cn2nc(C)n3c(cc4cc(C)ccc43)c2=O)CC1,-0.4,9,-5,1,-1,5,14,-17
O=C(COC(=O)CNS(=O)(=O)c1c(Cl)cccc1Cl)Nc1cccnc1Cl,-0.3,2,-3,-8,-4,-9,12,-2
Cc1ccc(C(=O)c2sc3c(c2N)c(=O)[nH]c(=O)n3CCc2ccccc2)cc1,1.4,18,-1,31,-2,3,-17,4
CC1=NN(C(=O)c2csc(C)c2C)C(O)(C(F)(F)F)C1 (configuration not stated),0.9,7,1,2,-4,7,10,-8
Cc1ccc(C)c2[nH]c(=O)c(CCNC(=O)CCc3ccccc3)cc12,0.0,16,2,10,-3,5,2,0
CCOc1ccc(C(=O)Nc2ccccc2NC(C)=O)cc1OCC,-2.1,8,-1,-3,-3,-6,6,2
O=C(/C=C/c1ccccc1)C1=C(O)C(=O)N(CCO)C1c1cccc([N+](=O)[O-])c1 (configuration not stated),-0.3,10,-1,-3,0,-1,12,-8
O=C1C2C(c3cccc(/C=C/c4ccccc4)c3)CC=CC2C(c2ccc(C(F)(F)F)cc2)N1Cc1ccccc1 (configuration not stated),1.3,28,0,10,-6,0,-77,2
CCN(CC(=O)Nc1c(F)cccc1F)C(=O)CCc1c[nH]c2ccccc12,0.0,-8,11,3,-3,15,31,-1
COc1ccc(C(=O)Nc2c(N)nc(SCC(=O)N3CCC(C)CC3)[nH]c2=O)cc1,1.0,7,1,-8,7,9,5,-11
CSc1ncccc1C(=O)N(C)CC(=O)Nc1cccc(F)c1,-1.0,15,0,13,-6,14,7,4
CCCn1c(NC(=O)C2CCN(C(=O)c3ccccc3C)CC2)nc2ccccc21,-0.5,12,2,17,-7,17,4,-3
Cc1cccc(N2CCN(C(=O)c3oc4ccc(Br)cc4c3C)CC2)c1C,0.1,7,0,-8,-4,8,-7,-7
O=C(CSCc1c(Cl)cccc1Cl)NCc1ccco1,-3.0,16,-3,14,-3,2,13,3
CC(=O)NC(C(=O)N1CCC(c2nc3ccccc3s2)CC1)C(C)C (configuration not stated),-2.0,0,-3,-3,-1,7,3,4

# Source: PubChem BioAssay
